Compound activity from PubChem BioAssay.
SR-BI DiI-HDL act = activators of SR-BI mediated DiI-HDL uptake, primary screen, ldlA[mSR-BI] CHO cells, DiI fluorescence. 3 h; 100 = double the neutral-control signal. activation, % at 12.5 µM. 320,000 compounds, 0.096% hits;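 active = mean replicate activation of at least 60% and every replicate at or above 60%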;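 also: 0% = median plate neutral-control signal and 100% = twice that signal; values of inactives mirror those of a sister screen read the other way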
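Material: SR-BI-overexpressing, LDLR-lacking CHO cells; schedule: compound exposure 3 h, 37 °C; reagent: DiI-labelled HDL at 10 µg/mL final; technique: bottom-read fluorescence, 550/595 nm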
SR-BI DiI inh = inhibitors of SR-BI mediated HDL lipid uptake, primary screen, ldlA[mSR-BI] cells, fluorescence, single point. ldlA[mSR-BI] CHO cells, DiI-HDL uptake fluorescence, 3 h. inhibition, % at 12.5 µM. 320,000 compounds, 0.96% hits;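 active = mean replicate inhibition of at least 70% and a set share of replicates each scoring 70 or more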;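 also: 0% = median of neutral control wells and 100% = median of positive control wells; values of inactives mirror those of a sister screen read the other way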
RTF Ca sens act = cardiac RTF calcium sensitivity activators, primary screen, biochemical, IANBD-TnC fluorescence, EC20 calcium | Troponin I, cardiac muscle (Homo sapiens) + Troponin T, cardiac muscle (Homo sapiens) + … | IANBD-labeled TnC RTF fluorescence at EC20 calcium; 0% EC20 calcium, 100% full calcium | activation, % at 7.2 µM | 340,000 compounds, 0.24% hits | AID 493008, 2010;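 active = activation above the mean over all tested compounds plus 3 SD, cut at about 30% in these data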;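 also: rise in fluorescence read as greater calcium sensitivity of cardiac thin filaments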
PvdQ acylase = P. aeruginosa PvdQ acylase inhibitors, primary screen, biochemical, fluorescence, plate reader and imaging, single point; PvdQ acylase [Pseudomonas aeruginosa LESB58]; purified PvdQ acylase; inhibition, % at 10 µM; 340,000 compounds, 0.063% hits; in the data active = inhibition above about 30%, passing the limit was not always enough;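 also: 0% = vehicle neutral wells and 100% = reference inhibitor wells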
HTR5A ag = HTR5A agonists in luminescence cell assay, primary screen, counter-screen for OPRM1-OPRD1 heterodimer agonist project, full-deck HTS | 340,000 compounds, 0.61% hits | cell-based | activation, % at 9.3 µM | AID 504692, 2011; in the data active = activation mostly above about 9.5%, no sharp cut-off; inactive = mostly below about 7.6%;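 also: 0% = cells with vehicle only and 100% = reference agonist; strong numbers were not always called active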
CDK5 p35 inh = inhibitors of human CDK5/p35 kinase, primary screen, biochemical, single concentration; Cyclin-dependent kinase 5 (Homo sapiens) + Cyclin-dependent kinase 5 activator 1 (Homo …; Recombinant CDK5/p35, ADP-Glo luminescence, 60 min; inhibition, % at 10 µM; 330,000 compounds, 0.01% hits;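 active = highest replicate inhibition of at least 50% and at least 75% of replicates reaching 50%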;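 also: plate controls were DMSO neutral control for no effect and GW8510 at 10 µM for full effect; many of its hits are not listed in these tables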
Target sequence (Q00535 whole entry, looked up): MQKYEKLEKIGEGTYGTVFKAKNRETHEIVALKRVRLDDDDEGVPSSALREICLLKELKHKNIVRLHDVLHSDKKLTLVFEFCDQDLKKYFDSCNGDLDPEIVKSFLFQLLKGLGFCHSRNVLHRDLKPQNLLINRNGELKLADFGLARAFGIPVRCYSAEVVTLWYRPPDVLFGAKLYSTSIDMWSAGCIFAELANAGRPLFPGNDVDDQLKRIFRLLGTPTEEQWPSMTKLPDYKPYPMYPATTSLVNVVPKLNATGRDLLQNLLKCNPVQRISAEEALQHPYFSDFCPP
Target sequence (Q15078 whole entry, looked up): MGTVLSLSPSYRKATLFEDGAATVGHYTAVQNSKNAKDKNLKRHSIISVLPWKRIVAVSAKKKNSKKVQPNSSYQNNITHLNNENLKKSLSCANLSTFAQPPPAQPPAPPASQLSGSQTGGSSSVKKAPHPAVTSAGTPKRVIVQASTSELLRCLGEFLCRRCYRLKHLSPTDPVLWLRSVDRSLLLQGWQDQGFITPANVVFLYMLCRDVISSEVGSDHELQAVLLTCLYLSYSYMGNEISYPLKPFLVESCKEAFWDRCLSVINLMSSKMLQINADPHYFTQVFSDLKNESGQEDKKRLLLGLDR
Rtt109 HAT inh = inhibitors of C. albicans Rtt109/Vps75 HAT, primary screen, biochemical, ThioGlo CoA-SH fluorescence, plate reader; Histone acetyltransferase RTT109 (Candida albicans (strain SC5314 / ATCC MYA-2876)), …; purified Rtt109/Vps75, 4 h; inhibition, % at 34.9 µM; 330,000 compounds, 0.16% hits;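 active = inhibition of at least 50% in every replicate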
dFosB act = activators of delta FosB homodimer, primary screen, biochemical, fluorescence polarization, TAMRA-CDK5 oligo, single point; Protein FosB (Mus musculus), P13346; purified delta FosB; percent of positive-control signal above neutral wells; activation, % at 25 µM; 340,000 compounds, 0.99% hits;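 active = mean activation above about 17%, with every replicate also reaching it, limit read from the data, passing the limit was not always enough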;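 also: fluorescence polarization rise as delta FosB binds a TAMRA Cdk5 AP-1 oligo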
Target sequence (P13346 whole entry, looked up): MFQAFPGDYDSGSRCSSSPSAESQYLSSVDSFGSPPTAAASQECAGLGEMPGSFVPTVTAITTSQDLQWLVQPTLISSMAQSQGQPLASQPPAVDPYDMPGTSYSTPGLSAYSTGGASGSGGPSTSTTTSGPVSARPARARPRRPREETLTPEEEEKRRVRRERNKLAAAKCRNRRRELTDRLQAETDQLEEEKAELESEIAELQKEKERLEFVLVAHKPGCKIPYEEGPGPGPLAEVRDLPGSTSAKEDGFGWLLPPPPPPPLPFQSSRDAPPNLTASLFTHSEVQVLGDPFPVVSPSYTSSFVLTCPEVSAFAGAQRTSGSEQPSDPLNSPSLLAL
MITF act = activators of MITF-driven TRPM1 promoter reporter, primary screen, cell-based, SK-MEL-5, luciferase, single point; AID 588334, 2011; SK-MEL-5 TRPM1-promoter luciferase, 24 h; % of positive control, neutral wells = 0; 300,000 compounds, 0.75% hits; activation, % at 12.5 µM;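 active = mean activation of at least 80% with every replicate also reaching 80%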;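 also: 0% = neutral control wells and 100% = parthenolide positive control wells; values of inactives mirror those of a sister screen read the other way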
Wnt bcat act = Wnt/beta-catenin pathway activators, primary screen, cell-based, plate reader, single point; Wnt/beta-catenin reporter cell assay, activator; activation, % at 9.35 µM; 300,000 compounds, 1.2% hits; in the data active = activation above about 30%, passing the limit was not always enough;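 also: 0% = neutral control wells and 100% = positive control wells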
* marks the source's active call; other numbers are inactive results; · = no result given.

Compound	CDK5 p35 inh	Rtt109 HAT inh	Wnt bcat act	RTF Ca sens act	PvdQ acylase	MITF act	SR-BI DiI inh	SR-BI DiI-HDL act	dFosB act	HTR5A ag
CC(C)C(NC(=O)CN1C(=O)c2cccc3cccc1c23)C(C)C	-2.4	11	2	1	6	·	-10	10	-5	5
COc1cccc(C(=O)NCC2CCCN(C3CCCCC3)C2)c1OC (stereo not given)	-0.2	3	-1	1	-16	6	7	-7	-3	2
COn1c(=O)c(-c2ccc(Cl)cc2)[n+]([O-])c2ccccc21	0.3	-3	1	6	-5	-1	-10	10	-3	3
COc1ccccc1C(=O)Nc1cc2c(cc1C(=O)O)OCCCO2	-6.8	-7	2	1	-1	-1	·	·	-6	4
Cn1c(CN2CCOCC2)nnc1SCC(=O)NCCc1ccccc1	-2.8	0	-6	2	-5	·	-10	10	-3	-4
CSCCC(NC(=O)c1ccccc1Br)C(=O)Nc1ccc(C)cc1 (stereo not given)	0.7	-1	·	10	-8	5	7	-7	-7	4
COc1cc(OC)cc(C(=O)OCC(=O)c2cc(C)n(CC3CCCO3)c2C)c1 (stereo not given)	1.3	-5	14	-6	-4	38	33	-33	-10	0
CC(C)C(C(=O)NC1=NCCS1)c1ccc(Cl)cc1 (stereo not given)	-0.6	14	-1	3	8	2	-1	1	-11	-2
CCn1c(Oc2ccccc2)nc2c1c(=O)n(C)c(=O)n2C	0.9	2	-2	6	-13	·	8	-8	-2	0
Cc1onc(-c2ccccc2)c1C(=O)N1CCN(S(=O)(=O)c2ccccc2C(F)(F)F)CC1	-0.3	0	3	-3	-14	0	·	·	-5	-6
COc1ccc(/C=C2\Oc3cc(OCC(=O)N4CCC[C@H]4CO)ccc3C2=O)c(OC)c1	0.7	-29	·	27	-2	12	15	-15	-6	2
CCc1nnc(NC(=O)COc2ccccc2[N+](=O)[O-])s1	1.1	-15	7	-7	8	20	-3	3	4	1
CCC(CC)NC(=O)CCCSc1nc2ccccc2[nH]1	-10	1	-3	8	-24	1	-4	4	-17	1
COc1ccc(CNC(=O)CCNC(=O)c2ccco2)cc1OC	-0.4	6	5	7	-1	0	-9	9	1	2
CC(=O)c1ccc(NC(=O)C2CC(=O)Nc3nc4ccccc4n32)cc1 (stereo not given)	1.3	0	-3	3	-7	0	·	·	20*	·
O=C(C[C@@H]1C/C=C/CCCC(=O)O[C@H](c2ccccc2)CNC1=O)NCCO	-0.9	3	3	1	-16	-13	-22	22	-8	0
C/C(=N\N=C(N)N)c1ccc(Cl)cc1	-2.8	5	·	2	4	4	10	-10	-9	-1
O=C(CN(Cc1cccs1)C(=O)CSc1nnc(COc2ccccc2)o1)NC1CCCCC1	0.4	1	·	8	-6	-6	25	-25	-13	2
O=C(O)CCC(=O)N1N=C(c2ccc(Br)cc2)CC1c1ccc(Br)cc1 (stereo not given)	0.6	2	-2	7	-9	-2	3	-3	-4	1
O=C(C1CCC1)N1CCN(c2ccccc2)CC1	0.3	2	0	4	7	·	0	0	-6	-2
COc1ccc(CC(=O)OCC(=O)Nc2c(C)n(C)n(-c3ccccc3)c2=O)cc1	0.4	-7	0	3	-13	1	-16	16	1	10
FC(F)(F)c1cccc(-c2nc3nc(Cl)c(Cl)nc3[nH]2)c1	-1.0	-15	·	9	-10	4	22	-22	-17	3
CCN(CC(=O)NCc1ccc(F)cc1)CC(O)COCc1cccc(OC)c1 (stereo not given)	-0.3	-8	·	-3	4	3	-11	11	-5	-6
CCc1ccc(NC(=O)CN(c2ccccc2)S(=O)(=O)N(C)C)cc1	1.4	0	-2	-3	2	-5	12	-12	-5	-15
Cc1cc[n+]2c3c(cccc13)CCC2	-0.2	-37	·	2	-11	7	-6	6	3	4
COc1cccc(NC(=O)NCCN2CCCCC2)c1	0.4	6	4	-2	-4	5	-14	14	-5	1
COc1ccccc1/C=C(/C(=O)OCC(=O)N(C)Cc1ccccc1)c1ccccc1	-0.4	5	·	7	1	-15	-7	7	-3	5
Cc1ccc(-c2nc(C)sc2CC(=O)O)cc1	-3.3	-15	0	18	-4	·	1	-1	1	0
CC1CC(C)(C)NC(=S)N1CC(=O)NCc1ccc(Cl)cc1 (stereo not given)	-2.2	0	-2	-3	0	0	-5	5	2	2
CCOc1cc(S(=O)(=O)N2CCN(S(=O)(=O)CC)CC2)c(OCC)cc1-n1cnnn1	-1.4	-3	-3	-3	-6	11	-5	5	-10	4
CCSc1nnc(NC(=O)C(CC)(C(F)(F)F)C(F)(F)F)s1	-1.7	6	·	7	-7	-1	-26	26	4	-1
CC(=NNc1nc2ccccc2s1)c1ncccn1	-0.5	-6	75*	-4	-11	-33	14	-14	-2	-1
CCN(CC)S(=O)(=O)c1ccc2c(c1)c(=O)c(C(=O)NCCOC)cn2C	-1.8	3	-1	-3	-14	·	-33	33	1	-4
NS(=O)(=O)c1cccc(Nc2nc3ccccc3nc2NS(=O)(=O)c2ccc(Cl)cc2)c1	1.1	6	-5	2	-10	6	-1	1	-4	6
COc1cc(NC(=O)c2cc3ccccc3o2)c(OC)cc1Br	0.5	-4	·	-7	2	-6	49	-49	3	-5
O=C(CCCNS(=O)(=O)c1cccs1)N1CCc2ccccc2C1	-1.5	3	-6	2	-7	·	9	-9	1	-1
COCC(=O)N(C)c1nnc(-c2cnccn2)s1	0.4	-6	·	-4	-7	·	-21	21	3	2
O=C(CC1C(=O)NCCN1Cc1ccoc1)NCCCn1ncc2ccccc21 (stereo not given)	-2.3	-2	0	-2	-13	3	-9	9	-7	4
O=C(O)CSCC(=O)N1CCCN(c2nccc(C(F)(F)F)n2)CC1	0.7	-6	4	6	-1	-3	-9	9	3	-2
COc1cccc2cc(-c3ccccc3)c(=O)oc12	1.3	5	35*	0	-1	62	19	-16	-14	0
CC1CCCC(C)N1C(=O)COC(=O)Cc1c[nH]c2ccccc12 (stereo not given)	2.6	-3	-13	-4	-7	-7	-10	10	-10	3
CCCc1ccc(C(=O)CCC(=O)O)cc1	1.4	4	·	0	-20	20	-7	7	7	-2
COCCNC(=O)c1ccc2c(=O)n(Cc3ccco3)c(SCC(=O)NC3CCCCC3)nc2c1	1.2	-5	·	5	-15	·	2	-2	-1	2
O=c1oc2cccnc2n1CCS(=O)(=O)c1ccc(F)cc1	-1.5	-2	-1	10	-8	·	-12	12	0	-1
CCNC(=S)N=Nc1c(O)[nH]c2ccc(C(C)C)cc12	1.4	-2	-1	8	-5	-5	5	-5	-11	0
CC(C)(C)c1ccc(/C=N/Nc2cccc(C(=O)O)c2)cc1	-0.1	9	-1	-4	-13	-59	-13	13	1	1
CCCC(C)NC(=O)/C=C/c1cccc([N+](=O)[O-])c1 (stereo not given)	3.0	0	·	0	3	-1	0	0	2	-3
COCCn1c(N)c(N(Cc2ccccc2)C(=O)c2cc(=O)[nH]c3ccccc23)c(=O)[nH]c1=O	-0.9	-3	-3	0	-2	·	-15	15	6	-1
Cc1ccc(-n2[nH]c3c4c(ccc3c2=O)C(=O)c2ccccc2C4=O)cc1	1.5	-7	-3	-6	-2	-1	2	-2	-1	1
COc1ccc(/C=N/n2cncn2)cc1CSc1ccccn1	3.8	-5	·	0	-5	2	4	-4	-16	-8
CC(=O)c1ccc(NC(=O)c2ccc(S(=O)(=O)c3ccccc3)cc2)cc1	0.0	2	2	7	6	-5	9	-9	-7	5
CCn1cc(C(=O)NC2CCCCCC2)c(=O)c2cc(S(=O)(=O)N3CCCCC3)ccc21	2.4	-1	0	-1	15	-3	-15	15	1	-3
Cc1ccc(S(=O)(=O)N2CCN(C(=O)COC(=O)Cc3ccc(Cl)cc3)CC2)c(C)c1	-0.4	-2	30	-3	-17	2	5	-5	-5	-2
CC(Cc1c[nH]c2ccccc12)NC(N)=O (stereo not given)	-8.7	-1	0	13	-15	-8	-18	18	-4	-3
CC(C)c1ccc(/C=N/Nc2ccc(C(=O)O)cc2)cc1	-1.6	13	-26	1	9	-67	-13	13	-7	1
O=S(=O)(N/N=C/c1ccc2c(c1)OCO2)c1ccc(Br)cc1	-1.2	-12	6	-1	-13	3	-13	13	-9	10
COc1ccc(CCN(Cc2cccs2)S(=O)(=O)c2ccc(C(=O)O)cc2)cc1OC	-4.8	-3	-1	11	-7	0	-31	31	-4	3
CCc1cccc(NC(=O)CSCc2cc(=O)[nH][nH]2)c1	-0.1	-7	·	10	-1	-3	-8	8	3	-6
CCOC(=O)C(C)(C)Sc1nc2c(cnn2-c2ccc(F)cc2)c(=O)[nH]1	-0.7	-4	-1	7	-11	16	77*	-77	-10	1
Cc1cccc(C(=O)Nc2cc(=O)n(C)c(=O)n2C)c1	0.7	0	-1	-6	-15	-1	-19	19	-1	2

One compound at a time, from the list above:
`NS(=O)(=O)c1cccc(Nc2nc3ccccc3nc2NS(=O)(=O)c2ccc(Cl)cc2)c1` as listed: CDK5 p35 inh = 1.1; Rtt109 HAT inh = 6; Wnt bcat act = -5; RTF Ca sens act = 2; PvdQ acylase = -10; MITF act = 6; SR-BI DiI inh = -1; SR-BI DiI-HDL act = 1; dFosB act = -4; HTR5A ag = 6
`CC(=NNc1nc2ccccc2s1)c1ncccn1` as listed: CDK5 p35 inh = -0.5; Rtt109 HAT inh = -6; Wnt bcat act = 75*; RTF Ca sens act = -4; PvdQ acylase = -11; MITF act = -33; SR-BI DiI inh = 14; SR-BI DiI-HDL act = -14; dFosB act = -2; HTR5A ag = -1

Continued:
Compound	CDK5 p35 inh	Rtt109 HAT inh	Wnt bcat act	RTF Ca sens act	PvdQ acylase	MITF act	SR-BI DiI inh	SR-BI DiI-HDL act	dFosB act	HTR5A ag
CN1CCc2c(sc3c2c(=O)n(-c2ccccc2)c2n[nH]c(=S)n32)C1	0.4	-1	-4	-5	-7	·	-9	9	1	-1
O=C(OCc1nc2ccccc2[n+]([O-])c1C(=O)c1ccccc1)c1cccnc1	0.3	8	0	-1	-12	-18	-24	24	-5	3
NS(=O)(=O)c1ccc(NCc2c(F)cccc2Cl)cc1	-0.2	-2	·	18	2	-1	1	-1	-10	1
CC1(C)C(=O)N(CCN2CCC(C(=O)c3ccc(F)cc3)CC2)c2ccccc21	0.7	-1	-1	5	4	-1	25	-25	-2	-6
CC(C)(C)C(=O)N1CCN(c2nc3ccccc3s2)CC1	0.0	-1	20	3	0	122*	-2	2	1	2
CCOC(=O)c1c(C)[nH]c(C)c1C(=O)COC(=O)Cc1ccc(OC)c(OC)c1	1.3	-3	0	2	7	-8	0	0	-2	5
CCN(CC)C(=O)c1ccc(Nc2nnc(C)c3ccccc23)cc1	0.4	7	·	-5	1	-5	48	-48	-1	8
